# Screens (PubChem BioAssay)
# MITF inh – MITF inhibitors, primary screen, biochemical, AlphaScreen, human; Microphthalmia-associated transcription factor (Homo sapiens), O75030; AlphaScreen MITF homodimerization, bead proximity signal; inhibition, % at 2.6 µM; hit rate 0.91% among 650,000; AID 1259374, 2018; in the data active = inhibition above about 50%;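 note: 0% = vehicle wells with protein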
# Target sequence (O75030 whole entry, looked up): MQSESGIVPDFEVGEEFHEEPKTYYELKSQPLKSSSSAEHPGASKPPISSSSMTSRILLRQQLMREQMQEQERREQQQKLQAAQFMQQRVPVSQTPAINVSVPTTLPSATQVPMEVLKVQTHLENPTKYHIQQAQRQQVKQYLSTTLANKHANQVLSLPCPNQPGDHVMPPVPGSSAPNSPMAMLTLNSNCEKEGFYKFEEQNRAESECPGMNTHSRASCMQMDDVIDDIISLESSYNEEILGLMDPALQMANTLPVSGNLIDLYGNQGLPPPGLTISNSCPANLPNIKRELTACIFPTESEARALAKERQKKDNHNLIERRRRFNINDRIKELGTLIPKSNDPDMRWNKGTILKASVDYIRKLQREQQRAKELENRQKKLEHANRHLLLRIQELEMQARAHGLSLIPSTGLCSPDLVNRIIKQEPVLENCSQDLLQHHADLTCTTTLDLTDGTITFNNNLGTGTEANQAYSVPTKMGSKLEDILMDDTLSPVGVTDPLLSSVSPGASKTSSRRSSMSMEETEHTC
# GPR151 ag – activators of human GPR151, primary screen, cell-based, PathHunter beta-arrestin, luminescence | G-protein coupled receptor 151 (Homo sapiens), Q8TDV0 | PathHunter beta-arrestin GPR151 cells | activation, % at 11.2 µM | hit rate 1% among 650,000; in the data active = activation above about 4.9%;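 note: 0% = median of compound wells and 100% = cells with positive control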
# Target sequence (Q8TDV0 whole entry, looked up): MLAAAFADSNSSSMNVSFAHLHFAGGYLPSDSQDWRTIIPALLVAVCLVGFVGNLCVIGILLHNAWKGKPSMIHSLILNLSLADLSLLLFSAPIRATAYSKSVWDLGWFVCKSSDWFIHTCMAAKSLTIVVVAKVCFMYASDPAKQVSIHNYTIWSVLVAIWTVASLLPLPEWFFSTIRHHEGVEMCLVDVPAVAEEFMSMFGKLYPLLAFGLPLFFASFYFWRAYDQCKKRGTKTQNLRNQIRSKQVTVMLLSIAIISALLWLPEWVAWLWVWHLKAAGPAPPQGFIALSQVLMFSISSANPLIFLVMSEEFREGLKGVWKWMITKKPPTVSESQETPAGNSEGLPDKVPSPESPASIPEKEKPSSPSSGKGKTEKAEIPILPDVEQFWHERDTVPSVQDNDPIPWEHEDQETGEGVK
# TEAD-YAP inh – TEAD-YAP interaction inhibition, primary screen, TEAD-YAP interaction inhibitor project, luminescence, HEK-TIYL cells; TEAD-Gal4/YAP UAS-luciferase luminescence; inhibition, % at 9.12 µM; hit rate 1.4% among 640,000; in the data active = inhibition above about 32%;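 note: 0% = median of test compound wells and 100% = reference inhibitor wells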
# FBW7 act – FBW7 E3 ligase activators, primary screen, biochemical, AlphaScreen, human. AlphaScreen FBW7–phospho-cyclin E peptide binding, activator screen. normalized activity (activation), % at 26.1 µM. hit rate 0.13% among 650,000; in the data active = normalized activity above about 1.9%;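 note: purified mutant Fbw7 with reduced substrate affinity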
# * = called active by the depositor; & = joins results of further samples.
SMILES,MITF inh,GPR151 ag,TEAD-YAP inh,FBW7 act
COc1cccc(/C=N\Nc2cc(C)c3ccccc3n2)c1O,9,-0.4,-4,-0.2
Cc1ccc(N2CC(C(=O)OCC(=O)Nc3ccc(F)cc3[N+](=O)[O-])CC2=O)cc1 (stereo not drawn),0,-0.5,0,-0.1
CCN(CC)C(=O)CCC1(Cc2cccc(OC)c2)CCC(=O)N1 (stereo not drawn),8,0.8,5,0.0
N#C/C(=C\c1cccs1)C(=O)Nc1ccccc1O,7,-2.1,-65,0.1
COCCn1c(C)cc(C(=O)COC(=O)c2cccnc2Nc2ccccc2F)c1C,-5,-1.3,14,0.2
O=C(CC1(c2ccccc2)CC(=O)N(Cc2cccnc2)C1=O)N1CCCCCCC1 (stereo not drawn),-24,1.4,7,0.1
CC(C)Cc1nc(SCc2ccccc2)c2c(=O)n(C)c(=O)n(C)c2n1,-3,1.8,-13,0.5
Cc1ccc(C(=O)NCC2Cc3cc(-c4ccc(S(C)(=O)=O)cc4)ccc3O2)s1 (stereo not drawn),8,1.4,26,-0.1
COc1cccc(NC(=O)c2cc(S(=O)(=O)NCc3ccccc3Cl)ccc2F)c1,-4,0.2,5,-0.1
Cc1ccccc1C(=O)Nc1cccc(C(=O)Nc2cccc3ccccc23)c1,4,0.6,2,-0.1
CC1=C(C(=O)Nc2ccccc2)C(c2ccccc2Cl)C(C#N)=C(SCC(=O)OC(C)C)N1 (stereo not drawn),-1,1.1,-9,0.0
Cc1nc2c(c(C)nn2C(C)(C)C)c(C)c1CCC(=O)NCc1ccco1,6,0.8,7,0.0
CN(C)CCCNC(=O)CC(c1ccccc1)c1ccccc1O (stereo not drawn),2,-0.8,0,0.0
O=c1c2c(nc(NCCCO)n1Cc1ccccc1)-c1ccccc1CC21CCCCC1,20,1.7,-37,0.8
CCOc1ccc(NC(=O)c2nnn(-c3ccccc3OC)c2N)cc1,18,0.6,-16,0.2
CCCCOc1ccc(C2Oc3ccc(OC)cc3C3CC(c4ccc(OC)cc4)=NN32)cc1 (stereo not drawn),-1,-1.9,-19,0.0
CC(=O)c1ccc(S(=O)(=O)N(CCCO)Cc2cc3c(C)ccc(C)c3[nH]c2=O)cc1,-6,0.7,14,-0.1
Cc1cc(F)ccc1S(=O)(=O)N1CCCCC1,6,0.2,4,-0.1
Cc1cc(Nc2ccc(Cl)nn2)n(-c2ccccc2)n1,11,-1.5,-5,0.5
CC1CCCC(NC(=O)COc2ccc3c(c2)C(=O)CC(C)(C)O3)C1C (stereo not drawn),2,0.5,-11,0.0
Cc1ccccc1/C=C1\N=C(c2cccc(Br)c2)OC1=O,5,-0.5,-9,-0.1
COc1cc2c(cc1NCc1ccccn1)oc1ccccc12,17,-0.2,-35,0.0
COc1ccc(/C=C(\C#N)C(=O)Nc2ccc(Cl)cc2[N+](=O)[O-])cc1,7,-1.0,-12,0.1
O=C(Nc1nnc(N2CCCCCC2)s1)Nc1ccccc1C(F)(F)F,1,1.6,-34,0.0
O=C(Nc1ccccc1)c1ccc(NC2=NC3CS(=O)(=O)CC3S2)cc1 (stereo not drawn),-8,0.5,2,-0.1
CCCCNC(=O)C(CC)Sc1nc2n[nH]c(C)c2c(=N)n1-c1ccccc1C (stereo not drawn),-5,-0.6,-1,-0.2
CCCn1c2ccccc2c2nnc(SCC(=O)Nc3nc4ccc([N+](=O)[O-])cc4s3)nc21,8,2.1,-4,0.2
CCOC(=O)C1=C(C)NC2=C(C(=O)CC(c3ccc(OC)c(OC)c3)C2)C1c1ccc(OC)cc1OC (stereo not drawn),5,-1.5,-7,0.3
O=C(Nc1ncc(-c2ccccc2)s1)c1cccc([N+](=O)[O-])c1,25,1.1,-32,-0.2
CC12CCC(c3nc4cc([N+](=O)[O-])ccc4nc31)C2(C)C (stereo not drawn),-20,1.4,1,-0.1
Oc1ccc(CN2CCCCC2)nc1-c1ccccc1,19,-0.9,-10,0.7
O=C(CN(Cc1ccccc1)S(=O)(=O)c1ccc(Cl)cc1)N1CCCC1,17,-0.5,-4,1.2
CC(C)OCCCn1c(=O)c2ccccc2n2c(CCC(=O)NCc3ccccn3)nnc12,6,0.5,-3,0.0
Cc1cc(=O)oc2c(C)c(OCC(=O)OC(C)C)ccc12,9,2.0,-14,0.3
COc1ccc(C2CC(c3c(C)cc(C)[nH]c3=O)=NN2c2ccccc2)cc1 (stereo not drawn),-10,2.5,2,0.1
COc1ccc(NC(=O)CSc2nc3[nH]ncc3c(=O)n2-c2ccccc2OC)cc1OC,-2,-0.5,1,-0.1
CCOC(=O)c1oc2ccc3c(c2c1C)C(=O)CC(C)(C)O3,4,1.6,-48,0.1
CC1CCCC(NC(=O)CNC(=O)Cn2cnc3sc4c(c3c2=O)CCCC4)C1C (stereo not drawn),-2,3.3,12,-0.1
C=C(C)CSc1nnc2c(n1)[nH]c1ccccc12,4,-0.9,-86,0.0
COc1cc(-c2n[nH]c(=S)n2-c2ccccc2F)cc(OC)c1OC,-1,1.3,3,0.4

# A portion from further up:
SMILES,MITF inh,GPR151 ag,TEAD-YAP inh,FBW7 act
Cc1ccccc1/C=C1\N=C(c2cccc(Br)c2)OC1=O,5,-0.5,-9,-0.1
COc1cc2c(cc1NCc1ccccn1)oc1ccccc12,17,-0.2,-35,0.0
COc1ccc(/C=C(\C#N)C(=O)Nc2ccc(Cl)cc2[N+](=O)[O-])cc1,7,-1.0,-12,0.1
O=C(Nc1nnc(N2CCCCCC2)s1)Nc1ccccc1C(F)(F)F,1,1.6,-34,0.0
O=C(Nc1ccccc1)c1ccc(NC2=NC3CS(=O)(=O)CC3S2)cc1 (stereo not drawn),-8,0.5,2,-0.1
CCCCNC(=O)C(CC)Sc1nc2n[nH]c(C)c2c(=N)n1-c1ccccc1C (stereo not drawn),-5,-0.6,-1,-0.2

# (further entries)
SMILES,MITF inh,GPR151 ag,TEAD-YAP inh,FBW7 act
Cn1nc(C(=O)O)c(Br)c1[N+](=O)[O-],9,-0.3,0,0.1
COc1ccc(N/C=C\C(=O)c2ccc(C)cc2)c([N+](=O)[O-])c1,-2,-0.3,28,-0.2
O=C(NCc1nnc2n1CCN(Cc1ccc3ncccc3c1)CC2)c1ccccc1,-21,-0.1,-1,-0.1
COc1ccccc1CNC(=O)CCn1c(=O)[nH]c2ccccc2c1=O,2,0.3,4,-0.2
CC(C)N(C)Cc1nnnn1CC(=O)NCc1cnn(Cc2ccccc2)c1,-1,-1.1,9,-0.1
COc1ccc(C)cc1NC(=O)c1ccc(Br)o1,8,-0.9,-6,0.4
Cc1cc(Br)cc(C)c1OCC(=O)Nc1sc(C)c(C)c1C(N)=O,-12,1.5,11,-0.1
CCCCC(=O)Nc1nnc(S(=O)(=O)N2CCCc3ccccc32)s1,1,-0.1,-2,-0.1
COCCNS(=O)(=O)c1cccc2nonc12,9,0.0,11,0.3
CN(C)C(=O)c1ccc(N2CCC(NCCC(c3ccccc3)c3ccco3)CC2)cc1 (stereo not drawn),-1,-0.2,-11,-0.2
CC(=O)c1ccc(NC(=O)CNc2cccc(Cl)c2)cc1,-8,0.2,-47,-0.2
CCOC(=O)C1CCC(CN(Cc2cccc(Br)c2)S(=O)(=O)c2cccc(C(F)(F)F)c2)CC1 (stereo not drawn),11,1.1,-6,0.6
CC(C)n1cnc2c(NCCO)nc(-c3ccc(C(=O)N4CCN(C)CC4)cc3)nc21,-1,1.6,-2,-0.1
CC(C)NC[C@H](O)COc1cccc2[nH]ccc12,20&31&-9,-1.8&-0.5&-0.7,2&-7,0.5&0.1&0.0
Cc1nc2c(c(=O)[nH]1)CN(C(=O)Cc1ccc(F)cc1)CC2,0,-0.4,-2,-0.1
Cc1cccc(C)c1OCCCCN1CCOCC1,13,-0.3,-4,0.0
Nc1ccc2nc(-c3ccccn3)[nH]c2c1,34,-7.0,-22,-1.8
CCOc1ccccc1NC(=O)CSc1nc(-c2ccc(OC)cc2)ns1,10,-0.5,-2,0.6
Cc1ccc(C)c(NC(=O)CSc2ncnc3c2oc2ccccc23)c1,5,1.5,21,-0.1
CCOC(=O)c1c(NC(=O)CSc2nnc(CNC(=O)c3ccc(C)c(C)c3)n2C)sc2c1CCC2,1,1.9,-8,0.4
CN(C)c1ccc(NC(=S)NC(=O)c2ccc(-c3ccccc3)cc2)cc1,-3,0.9,-4,0.7
Fc1ccccc1OCc1nnc2n1CCCCC2,0,-1.9,9,-0.1
COc1ccc(Cl)cc1NC(=O)CSc1nc(=O)n2ccccc2n1,5,5.7*,3,0.1
CCOC(=O)CSc1nnc(Cn2nnc(-c3ccccc3)n2)n1C,-9,0.2,-2,-0.3
CC(C)c1ccc(OCC(O)CN2CCCCC2C)cc1 (stereo not drawn),11,0.1,2,-0.1
Nc1cc(Cl)nc(Nc2ccc(Br)cc2)c1[N+](=O)[O-],23,-1.2,-5,0.7
COc1ccc(-n2nc3cc(C)c(NC(=O)c4ccccc4Cl)cc3n2)cc1,15,-0.4,-3,0.0
CCC(C)OC(=O)C1=C(C)NC2=C(C(=O)CC(c3ccc(Cl)cc3)C2)C1c1cc(OC)c(OC)c(OC)c1 (stereo not drawn),-1,0.7,0,0.4
CCOC(=O)c1ccc(CNCc2ccncc2)cc1,2,0.4,-2,0.0
CCc1ccccc1NC(=O)CNC(=O)c1ccc(Br)cc1,38,1.3,5,0.1
CC(C(=O)N/N=C/c1cccc(Br)c1)n1nnc2ccccc21 (stereo not drawn),8,-1.0,2,0.0
COc1cccc(NC(=O)CSc2nnc(-c3ccc(F)cc3)c(-c3ccc(F)cc3)n2)c1,6,0.5,17,-0.1
O=C(NCC1Cc2c(F)ccc(-c3ncccn3)c2O1)C1CCCO1 (stereo not drawn),-53,1.5,-19,-0.1
O=C(c1ccco1)N(Cc1ccccc1)Cc1ccccn1,-5,0.5,4,-0.1
CCCNc1nc(NCC)nc2c1ncn2C1CCCCC1,69*,0.1,1,0.3
C=CCNC(=O)CN(CCc1ccccc1)S(=O)(=O)c1ccccc1,9,0.7,-12,0.9
CCOc1ccc(-n2cc(C(=O)N3CCCCC3C)c3cc(OC)c(OC)cc3c2=O)cc1 (stereo not drawn),16,1.1,-6,0.2
CC(=O)Nc1cccc(Br)c1,-4,2.3,0,0.0
CN1C(=O)c2ccc(NC(=O)c3coc4ccccc4c3=O)cc2C1=O,9,-0.3,3,0.1
CC(=O)O/N=C1/CC(C)(C)Cc2onc(C)c21,15,-0.8,4,1.5

# Shown bar-delimited: part of the list above.
SMILES | MITF inh | GPR151 ag | TEAD-YAP inh | FBW7 act
CCCNc1nc(NCC)nc2c1ncn2C1CCCCC1 | 69* | 0.1 | 1 | 0.3
O=C(NCC1Cc2c(F)ccc(-c3ncccn3)c2O1)C1CCCO1 (stereo not drawn) | -53 | 1.5 | -19 | -0.1
CCOC(=O)c1ccc(CNCc2ccncc2)cc1 | 2 | 0.4 | -2 | 0.0

# Part of the list above, reduced to TEAD-YAP inh:
molecule,TEAD-YAP inh
CCOc1ccc(-n2cc(C(=O)N3CCCCC3C)c3cc(OC)c(OC)cc3c2=O)cc1 (stereo not drawn),-6
CC(=O)Nc1cccc(Br)c1,0

# Carrying on.
SMILES,MITF inh,GPR151 ag,TEAD-YAP inh,FBW7 act
OCC(O)Cn1c2ccc(Br)cc2c2cc(Br)cc(Br)c21 (stereo not drawn),15,-0.6,1,0.0
COc1ccc(C2NCCC3(O)CCCCC23)cc1OC (stereo not drawn),-3,1.2,-1,-0.1
O=C(CC1C(=O)NCCN1Cc1ccc(F)cc1Cl)NC1CCOCC1 (stereo not drawn),9,0.9,3,0.5
Cc1nc(N2CCC(C)CC2)nc(N)c1[N+](=O)[O-],-1,1.3,-2,-0.4
Cc1c(C#N)c(N)c(C(=O)c2ccc(Br)cc2)n1-c1ccc(Br)cc1,-6,-0.6,-5,0.0
O=C(/C=C/c1ccco1)OC1CCCCC1=O (stereo not drawn),14,-1.6,-5,-0.1
Cc1ccccc1NC(=O)CSc1ncccn1,10,-1.4,14,0.1
O=[N+]([O-])c1ccccc1N/N=C/c1ccc(N2CCOCC2)cc1,15,2.6,-43,0.0
CCC(=O)Nc1cc(NC(=O)c2c(C)nc3ccccn23)ccc1C,-8,-0.2,-9,0.2
NC(=O)CCC(NC=O)C(=O)O (stereo not drawn),2,-1.0,7,0.1
O=S(=O)(NCC1CCCO1)c1ccc(N2CCOCC2)nc1 (stereo not drawn),9,2.9,4,-0.4
O=C(/C=C/c1ccc2c(c1)OCO2)Nc1ccc2nc3n(c(=O)c2c1)CCCCC3,8,-0.3,1,0.8
c1ccc(CNc2nc(Nc3cnccn3)nc3c2ncn3-c2ccccc2)cc1,17,3.7,19,0.7
CCOc1ccc(NC(=O)CN2C(=O)c3ccccc3C2=O)cc1,5,0.6,5,0.1
O=C(Cn1ncc2c1-c1ccccc1OC2)N1CCc2ccccc21,2,-1.5,13,0.0
COc1ccccc1NC(=O)c1c(NC(=O)COc2ccccc2)sc(C)c1C,0,0.1,6,0.0
Cc1ccc(F)c(CN[C@H]2C[C@H]3C(=O)N[C@@H](Cc4ccc(O)cc4)C(=O)N3C2)c1,-5,-1.1,-4,-0.1
CCOC(=O)c1cc(CC)sc1NC(=O)COc1ccc2c(C)cc(=O)oc2c1,9,-1.4,6,0.1
COc1cccc(C2C=C(c3ccc(C)cc3)Nc3nnnn32)c1OC (stereo not drawn),5,0.7,-16,-0.1
CCC(C)c1ccc(OCCCCNCCO)cc1 (stereo not drawn),18,-1.6,-3,-0.1
